SF1 activator = activators of human nuclear receptor SF-1 | CHO-K1 Gal4-SF-1 LBD luciferase reporter; % increase over DMSO SF-1-specific signal | activation, % at 10 µM | hit rate 1.9% among 65,000 | AID 522;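 active = activation above the mean activation of all tested compounds plus 3 SD, cut at about 50% in these data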
Target sequence (Q13285 whole entry, looked up, the tested form may be a part): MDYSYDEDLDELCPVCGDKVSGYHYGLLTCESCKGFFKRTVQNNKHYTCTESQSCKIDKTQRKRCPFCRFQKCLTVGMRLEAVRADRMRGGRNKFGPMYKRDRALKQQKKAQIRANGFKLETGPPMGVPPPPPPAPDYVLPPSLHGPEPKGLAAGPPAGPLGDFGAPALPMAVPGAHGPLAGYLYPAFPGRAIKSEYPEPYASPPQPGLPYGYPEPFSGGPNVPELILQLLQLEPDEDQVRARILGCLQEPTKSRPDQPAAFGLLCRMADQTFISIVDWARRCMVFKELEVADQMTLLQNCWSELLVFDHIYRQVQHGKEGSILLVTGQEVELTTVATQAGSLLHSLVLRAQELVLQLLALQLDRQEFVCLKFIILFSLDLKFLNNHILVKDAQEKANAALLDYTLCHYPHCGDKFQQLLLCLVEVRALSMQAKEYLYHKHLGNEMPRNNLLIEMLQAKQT
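Material: CHO-K1 cells with Gal4–hSF-1 LBD chimera plus Gal4-driven luciferase / Input: 4,000 CHO-K1 cells per well / Incubation: compound exposure 20 h at 37 °C / Signal: luminescence read 15 min after SteadyLite luciferase reagent, after room-temperature equilibration / Read-out: percent activation versus DMSO / Benchmarks: DMSO negative control and −SF1 background wells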
M1 agonist = activates the M1 muscarinic receptor. CHO-M1 cells, Fluo-4 calcium fluorescence, agonist mode; active compounds read high. AID 626. hit rate 3% among 64,000. B-score at 10 µM;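 active = fluorescence rise, raw or as B-score row- and column-corrected plate score, outside the 99.7% band of its plate's samples, either direction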
TNAP act mid DEA = human TNAP activation, intermediate phosphate acceptor; P05186; purified TNAP, CDP-star luminescence, 100 mM DEA, 30 min; active compounds read high; scale: 0 levamisole-inhibited, 1 vehicle-only enzyme; activation factor at 20 µM; 64,000 tested, under 10 active;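 active = activation factor of at least 2 at 20 µM, relative to controls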
NADH coupling = blocks coupling enzymes of NAD/NADH assays | IC50, µM (titrated, usually from 10 µM), without a hit: at the highest dose inhibition | coupled PK/LDH NADH assays, four targets | AID 774 | hit rate 0.02% among 65,000;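 active = single-dose screening hits from any of four coupled enzyme assays that gave an IC50 when retested across doses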;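 note: the DPM-DC format reads NADH fluorescence rather than 340 nm absorbance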
E coli RNAP = Escherichia coli RNA polymerase inhibition | E. coli RNA polymerase, fluorescence transcription assay | hit rate 0.2% among 62,000 | P0A8V2 | inhibition, %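 (tested at 10 µM)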 | AID 559; in the data active = inhibition above about 20%;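 note: 0% = enzyme without compound and 100% = no enzyme blank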
RORA act = activates the human nuclear receptor RORA; activation, % at 10 µM; CHO-K1 Gal4-RORA LBD luciferase reporter, luminescence; percent increase over mock-subtracted basal signal; P35398; hit rate 1.5% among 65,000;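 active = activation above the mean of all tested compounds plus 3 SD, cut at about 49% in these data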;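 note: 0% = DMSO-treated RORA cells and 100% = added signal equal to DMSO minus mock-transfected cells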
M1 antag = antagonists of rat M1 muscarinic receptor; P08482; CHO-M1 cells, Fluo-4 calcium, ACh EC80 antagonist mode; active compounds read low; B-score at 10 µM; hit rate 3.4% among 64,000;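 active = calcium fluorescence response, raw or row-and-column corrected B-score, differing from the plate sample mean either way at a set confidence level, mostly lower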
Target sequence (P08482 whole entry, looked up): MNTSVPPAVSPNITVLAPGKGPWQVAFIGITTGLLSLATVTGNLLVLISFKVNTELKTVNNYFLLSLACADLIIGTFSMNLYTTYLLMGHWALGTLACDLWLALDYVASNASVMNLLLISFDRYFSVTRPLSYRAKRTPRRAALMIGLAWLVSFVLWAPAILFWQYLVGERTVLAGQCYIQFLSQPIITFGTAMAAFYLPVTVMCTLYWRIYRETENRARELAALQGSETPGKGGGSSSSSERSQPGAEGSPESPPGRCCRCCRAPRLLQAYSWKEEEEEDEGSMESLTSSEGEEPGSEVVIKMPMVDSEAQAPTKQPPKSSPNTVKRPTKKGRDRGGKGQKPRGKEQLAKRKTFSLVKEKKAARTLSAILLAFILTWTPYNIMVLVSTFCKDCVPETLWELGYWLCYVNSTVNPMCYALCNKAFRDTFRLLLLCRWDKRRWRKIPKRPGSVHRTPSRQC
Ecoli tolC = blocks growth of E. coli BW25113 tolC mutant; growth inhibition, % at 10 µM (by protocol); AID 573; hit rate 2.2% among 65,000; OD615;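 active = growth inhibition at or above a cutoff equal to the mean over every tested compound plus 3 SD, cut at about 60% in these data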;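 note: growth measured after 20 h incubation at 37 °C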
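Assay system: tolC-deleted E. coli BW25113. Medium: kanamycin-containing LB broth (50 µg/mL). Dosing: 10 µM final, single dose. Timing: bacterial growth with compound for 20 h at 37 °C. Detection: A615 absorbance measurement. Read-out basis: growth inhibition in percent.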
Autofluor 339 = intrinsic fluorescence of library compounds, ex339/em460 – biochemical, MLSMR library, data from DPM-DC assay, artefact control, profiling panel; hit rate 5.5% among 65,000; compound autofluorescence, ex339/em460 nm, NADH buffer; active compounds read high; 1 = no-compound wells, NADH background; AID 709; fluorescence fold increase at 10 µM;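 active = at 10 µM, mean starting fluorescence two-fold or more over control wells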;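 note: signal is the first read of a kinetic run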
* marks the source's active call; other numbers are inactive results; · = not tested or not shown; [ ] = remark or other dose.

Start of the data: the first 7 compounds, ahead of the listing:
SMILES	SF1 activator	M1 agonist	TNAP act mid DEA	NADH coupling	E coli RNAP	RORA act	M1 antag	Ecoli tolC	Autofluor 339
CCOC(=O)N1CCN(C(=O)c2ccc3c(=O)n(CCOC)c(=O)[nH]c3c2)CC1	9	0.27	0.9	5%	2	-13	-2.1*	-6	1.2
Cc1cc(SCC(=O)Nc2ccccc2)nc(C)n1	-3	-0.48	0.9	2%	10	0	-0.92	-13	1.1
CC(C)CCNc1nc2c(c(=O)n(Cc3cccc(F)c3)c(=O)n2C)n1C	-4	0.24	0.9	5%	·	1	0.88	42	1.1
Cc1ccc(Cl)cc1N1CCN(Cc2nnnn2Cc2ccco2)CC1	-4	0.11	0.9	5%	4	-14	-0.65	65*	1
CN1CCN(c2ncnc3c2sc2nc(N4CCOCC4)c4c(c23)CCC4)CC1	-14	-0.1	1	·	17	-8	-0.11	·	·
COc1ccc(OCCSc2nc3ccccc3c(=O)[nH]2)cc1	21	-0.25	1	2%	-7	-7	-0.44	-8	1.1
COc1ccc(-c2noc(CSc3nnc(-c4ccncc4)n3-c3ccc(F)cc3)n2)cc1OC	16	-0.2	0.9	5%	5	8	-0.07	14	1.1

All compounds of this part, from the first entry:
SMILES	SF1 activator	M1 agonist	TNAP act mid DEA	NADH coupling	E coli RNAP	RORA act	M1 antag	Ecoli tolC	Autofluor 339
CCOC(=O)N1CCN(C(=O)c2ccc3c(=O)n(CCOC)c(=O)[nH]c3c2)CC1	9	0.27	0.9	5%	2	-13	-2.1*	-6	1.2
Cc1cc(SCC(=O)Nc2ccccc2)nc(C)n1	-3	-0.48	0.9	2%	10	0	-0.92	-13	1.1
CC(C)CCNc1nc2c(c(=O)n(Cc3cccc(F)c3)c(=O)n2C)n1C	-4	0.24	0.9	5%	·	1	0.88	42	1.1
Cc1ccc(Cl)cc1N1CCN(Cc2nnnn2Cc2ccco2)CC1	-4	0.11	0.9	5%	4	-14	-0.65	65*	1
CN1CCN(c2ncnc3c2sc2nc(N4CCOCC4)c4c(c23)CCC4)CC1	-14	-0.1	1	·	17	-8	-0.11	·	·
COc1ccc(OCCSc2nc3ccccc3c(=O)[nH]2)cc1	21	-0.25	1	2%	-7	-7	-0.44	-8	1.1
COc1ccc(-c2noc(CSc3nnc(-c4ccncc4)n3-c3ccc(F)cc3)n2)cc1OC	16	-0.2	0.9	5%	5	8	-0.07	14	1.1
Cc1cc(C)n(-c2ncnc3sc4c(c23)CCCC4)n1	4	-0.055	0.9	5%	4	16	-0.45	4	2.3*
COc1ccc(-c2nnc(SCC(=O)OC3CCCCC3)o2)cc1OC	5	-0.042	0.9	3%	6	-1	-0.76	-1	1.1
CN(C)c1ccc(/C=[N+](\[O-])C(C)(C)/C=N/O)cc1	-6	-0.45	1	7%	·	-26	0.00089	-11	1
CCN(CC)c1nc2n(c(=S)n1)CCS2	0	-0.13	0.8	6%	11	-17	-0.03	-2	1
CCOC(=O)c1c(-c2cccs2)csc1NC(=O)CCCC(=O)O	-5	0.061	0.9	2%	17	8	0.0075	13	1.1
O=c1c2c3c(sc2ncn1/N=C/c1ccc(Br)o1)CCCC3	12	-1.7	1	1%	8	14	1	7	1
CCN(CC)S(=O)(=O)c1ccc(S(=O)(=O)Nc2cc3c(cc2C(C)=O)OCO3)cc1	-11	-0.69	0.9	12%	9	10	0.36	-15	0.89
CCC(Sc1nc(=O)cc(N)n1CCc1ccccc1)C(=O)Nc1ccccc1C#N (stereo not drawn)	9	-0.94	1	2%	0	16	0.37	6	1
N#CCCN1CCN(Cc2cc(-c3ccccc3)ccc2O)CC1	-7	-0.051	1	7%	-2	10	-0.72	6	1.1
N/C(=N\S(=O)(=O)c1ccc(Cl)s1)c1ccccc1	-1	0.085	0.9	1%	5	-24	0.65	10	1.1
CC1CN(Cc2nc3c(c(=O)n(C)c(=O)n3C)n2CCN2CCOCC2)CC(C)O1 (stereo not drawn)	4	0.081	1	9%	3	-7	0.48	-25	1.1
CCOC(=O)C1=C(CSc2n[nH]c(N)n2)NC(=O)NC1C (stereo not drawn)	9	0.012	0.9	6%	9	3	-0.25	-12	1.1
CN(C)C(=O)Cn1nc(-c2ccccc2)c2ccccc2c1=O	-36	0.58	1	3%	-8	-1	-0.49	-12	1
CCC(=O)N1CCN(c2ccccc2NC(=O)COc2ccccc2Cl)CC1	1	4.3*	1	5%	·	-11	-0.49	7	1.1
Cc1cc(NC(c2cccnc2)c2ccc3cccnc3c2O)no1 (stereo not drawn)	-37	0.84	1	7%	0	-23	0.0051	-4	1
N#CC1=C(N)N2C(=C(C#N)C1c1ccccc1)Sc1ccccc12 (stereo not drawn)	-2	26	1	3%	-7	-18	0.56	20	1.1
COc1cc2c(=O)n(-c3ccc(C)cc3)c(=O)n(CC(=O)c3ccc4c(c3)OCO4)c2cc1OC	26	-0.55	0.9	3%	1	0	-0.29	28	1.1
Cc1ccc(Nc2nc(C(=O)NCc3ccco3)cs2)cc1	11	-0.12	1	2%	6	11	-1.8	9	1.1

More entries follow:
SMILES	SF1 activator	M1 agonist	TNAP act mid DEA	NADH coupling	E coli RNAP	RORA act	M1 antag	Ecoli tolC	Autofluor 339
Fc1cccc(F)c1CN1CCN(c2ncccn2)CC1	6	1.3	1	0%	-1	-15	0.17	-7	1.1
O=C(COc1ccc(Cl)cc1)Nc1nc(-c2cccs2)cs1	21	-0.44	0.9	1%	5	1	0.51	69*	1.1
CCOC(=O)C1C(=O)NC(N2CCCCC2)=NC1c1ccccc1 (stereo not drawn)	-24	·	1	6%	4	0	·	-23	1.1
C=CCN(c1ccc(C(=O)N2CCCC2)cc1)S(C)(=O)=O	8	·	0.9	2%	3	9	·	-7	1.1
c1ccc2c(c1)CCOC2CNCCCN1CCCCC1 (stereo not drawn)	3	-0.0058	0.9	4%	3	0	-0.004	10	1.1
Cc1ccnc(N2CCC(C(=O)NC3CCCCCC3)CC2)n1	-23	·	0.9	11%	-3	-7	·	-5	1.6
Cc1ccc(CCNC(=O)Cn2cccc2)cc1	-10	0.15	0.9	2%	-7	-19	-0.37	-2	1
O=C(NCCOC(=O)c1cccs1)c1cccnc1	1	0.16	1	5%	1	-9	0.71	-16	1
O=C(Nc1ccc2c(c1)oc1ccccc12)c1ccc2c(c1)OCO2	38	-0.043	0.9	13%	7	34	0.59	-13	1.9
CCCOc1ccc(C2/C(=C(/O)c3ccccc3)C(=O)C(=O)N2CCCN(C)C)cc1OC (stereo not drawn)	7	-0.72	1	3%	·	-13	0.71	2	1.1
COc1ccccc1CN1C(=O)C2CC=CCC2C1=O (stereo not drawn)	-2	-0.011	0.9	5%	1	-6	-0.47	-2	1.1
Nc1c(C(O)(C(F)(F)F)C(F)(F)F)ccc2ccccc12	16	0.52	0.9	5%	4	8	0.0031	31	1.8
COc1cccc(-c2nn3c(-c4cc(C)[nH]n4)nnc3s2)c1	-23	1	1.1	7%	-1	-16	-0.41	26	1.1
O=C(C1CCC(CNc2nc(=S)[nH]c3ccccc23)CC1)N1CCN(c2ccccn2)CC1 (stereo not drawn)	-15	-1.2	1	2%	1	15	0.25	8	1.2
CN1CCN(/C(=N\S(=O)(=O)c2ccc(F)cc2)c2ccccc2)CC1	7	0.18	1	3%	-1	-4	0.087	-3	1.1
O=C(C(Cc1ccccc1)n1cccc1)N1CCCCCC1 (stereo not drawn)	11	1.1	0.8	2%	5	3	0.87	-2	1.1
Cc1cc(NC(=O)c2cccnc2)ccc1NC(=O)c1ccco1	3	-0.019	0.9	1%	5	-12	-2.1	-23	1.1
CC(C)OC(=O)CC12CN3CC(CC(=O)OC(C)C)(CN(C1)C(=O)c1ccccc1C3=O)C2=O	-6	-0.00057	1	0%	-3	17	-0.23	2	1.1
COc1ccc(S(=O)(=O)N2CCN(Cc3ccc(Cl)cc3)CC2)cc1	3	1	0.9	5%	5	-25	-0.14	18	1
Nc1c(C(=O)NCc2ccccc2)nnn1Cc1ccccc1	2	0.76	0.9	3%	8	13	0.75	3	1.1
CCCOc1nc(N)c(C#N)c(-c2ccccc2F)c1C#N	-3	-0.26	0.9	2%	4	-17	0.48	10	1.2
CCOC(=O)c1c(C)nc2cc(C)ccn12	0	-0.17	1	3%	1	20	-0.039	0	1.1
O=C(CSc1nnnn1-c1cccc2c1CCCC2)N1CCOCC1	-5	-0.11	1	6%	8	-13	2.7*	9	1.1
CC(C)C1Cc2c(C#N)c(N)n(C)c(=S)c2CO1 (stereo not drawn)	4	0.82	0.8	8%	11	-8	0.46	-13	1.1
O=C(Nc1ccccc1)c1ccc(NCC2CCCO2)c(S(=O)(=O)N2CCOCC2)c1 (stereo not drawn)	-3	-0.097	0.9	3%	4	-9	0.11	0	1.1

The list continues:
SMILES	SF1 activator	M1 agonist	TNAP act mid DEA	NADH coupling	E coli RNAP	RORA act	M1 antag	Ecoli tolC	Autofluor 339
COc1ccc2[nH]c(=O)c3c(c2c1)OC(C)(C)C=C3	-25	-0.092	0.9	14%	8	-58	0.27	14	2.5*
CSc1ncc(Cl)c(C(=O)Nc2ccc(S(=O)(=O)N3CCOCC3)cc2)n1	14	0.0089	0.8	2%	7	-10	-0.92	11	1.1
CCOc1ccccc1C1N(c2ccc(OC)cc2)C(=O)C2CCCN21 (stereo not drawn)	-7	0.019	1	4%	6	0	-0.042	-1	1
O=C(O)CC(CP(=O)(c1ccccc1)c1ccccc1)C(=O)O (stereo not drawn)	-10	0.25	0.9	10%	0	2	0.78	-20	0.81
Cc1ccc(C)c(-n2c(CNc3ccc(F)cc3)nnc2SCC(N)=O)c1	1	0.29	0.9	8%	-4	22	0.12	0	1.1
Cn1c(=O)oc2cc(S(=O)(=O)Nc3ccc(Cl)cc3F)ccc21	-10	-1.7	0.9	4%	4	10	-0.0017	4	1.1
O=C(Nc1nc2c(s1)CCCC2)c1cccnc1	35	0.23	1	2%	7	42	-0.2	5	1.1
O=C(C1CN(S(=O)(=O)c2ccccc2)CCN1S(=O)(=O)c1ccccc1)N1CCCCCC1 (stereo not drawn)	·	-0.025	0.9	2%	0	·	0.81	6	1.1
CC1=C(C(N)=O)C(c2ccccc2)n2nc(-c3ccncc3)nc2N1 (stereo not drawn)	0	0.32	1.1	3%	2	-14	-0.028	-14	1.1
COc1ccc(C2Nc3ccccc3C(=O)N2Cc2ccco2)cc1COc1ccc(NC(C)=O)cc1 (stereo not drawn)	-13	0.12	1	1%[fluoresces]	-1	-16	0.81	23	3.8*
Cc1cccc(NC(=O)Nc2cccc(C)n2)n1	8	-0.26	0.9	8%	1	-1	0.24	-14	1.1
Cc1ccc(CC23CN4CCN(CC(C4)C2O)C3)c(C)c1 (stereo not drawn)	-15	0.062	0.8	3%	8	-14	-0.21	-1	1
Cc1c(NC(=O)c2ccccc2NS(=O)(=O)c2ccc(F)cc2)c(=O)n(-c2ccccc2)n1C	7	-0.092	0.9	8%	-9	9	-0.029	12	1.1
CS(=O)(=O)N(CC(=O)NCc1ccc2c(c1)OCO2)Cc1ccc(Cl)cc1	3	-0.23	1	0%	3	-17	-0.7	22	1.1
CCc1ccc2[nH]c(=O)c(CN(Cc3ccc4c(c3)OCO4)Cc3nnnn3C3CCCC3)cc2c1	-3	·	0.9	4%	7	6	·	49	1.1
O=C(O)c1cscn1	2	0.33	0.9	0%	3	-12	1.4	-27	1.1
COc1ccc(OCC(O)CN2CCCCC2)cc1 (stereo not drawn)	-30	1.1	0.9	5%	2	22	0.71	7	1.1
CCC(=O)Nc1cccc(NC(=O)CSc2nnc(C3CC3)n2C)c1	-1	-0.52	0.9	1%	10	-13	0.35	-17	1.1

Assay outcomes as filed in PubChem BioAssay.
